hcDAF-12 act – H. contortus DAF-12 nuclear receptor activators, primary screen, cell-based, luminescence, HEK293, lit1-tk-luc reporter | activation, % at 6.8 µM | HEK293 hcDAF-12 lit1-tk-luc reporter; 0% DMSO, 100% Δ7-dafachronic acid | AID 652067, 2013 | actives 1.4% (n = 370,000);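 active = activation above the mean of all tested compounds plus 3 SD, cut at about 5.5% in these data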;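 note: 100% = response to 3 µM Δ7-dafachronic acid high control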
PLCb3 inh – human PLC-beta3 inhibitors, primary screen, biochemical, fluorescence. Purified PLC-beta3, fluorogenic substrate. inhibition, % at 12.2 µM. actives 0.18% (n = 370,000); in the data active = inhibition above about 11%;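 note: 0% = median of compound wells on plate and 100% = full blocker control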
Rev-erbA mod – modulators of Rev-erb alpha DNA binding, primary screen, biochemical, FITC-DNA, fluorescence polarization, uHTS. AID 1259318, 2017. Rev-erbα–FITC-DNA binding, 90 min. Nuclear receptor subfamily 1 group D member 1 (Homo sapiens), P20393. activity, % at 10 µM. actives 0.79% (n = 370,000);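 active = activity above about 14%, limit read from the data; passing the limit was not always enough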;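 note: 0% = DMSO wells with 35 nM protein and 100% = DMSO wells with 750 nM protein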
Target sequence (P20393 whole entry, looked up): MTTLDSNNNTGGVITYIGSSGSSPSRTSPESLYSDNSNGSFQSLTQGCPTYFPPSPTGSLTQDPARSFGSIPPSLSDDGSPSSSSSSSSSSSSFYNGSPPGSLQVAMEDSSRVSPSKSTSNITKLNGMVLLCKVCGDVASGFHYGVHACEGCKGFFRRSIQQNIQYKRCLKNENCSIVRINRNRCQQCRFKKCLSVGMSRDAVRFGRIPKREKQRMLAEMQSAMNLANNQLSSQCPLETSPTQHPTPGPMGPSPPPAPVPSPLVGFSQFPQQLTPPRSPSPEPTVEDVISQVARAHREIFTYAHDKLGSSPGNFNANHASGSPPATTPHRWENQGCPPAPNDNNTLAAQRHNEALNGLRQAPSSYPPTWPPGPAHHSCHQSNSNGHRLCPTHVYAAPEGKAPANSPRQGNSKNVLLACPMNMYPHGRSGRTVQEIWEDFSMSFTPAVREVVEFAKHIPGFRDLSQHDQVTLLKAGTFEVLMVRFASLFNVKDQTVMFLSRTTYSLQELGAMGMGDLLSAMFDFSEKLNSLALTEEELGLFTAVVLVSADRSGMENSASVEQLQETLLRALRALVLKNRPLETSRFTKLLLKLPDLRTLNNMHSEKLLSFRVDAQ
sPLA2-III inh – human group III sPLA2 inhibitors, primary screen, biochemical, QFRET, BODIPY PC-A2 liposome substrate | actives 0.56% (n = 370,000) | QFRET BODIPY PC-A2 liposome hydrolysis, fluorescence | Group 3 secretory phospholipase A2 (Homo sapiens), Q9NZ20 | inhibition, % at 12.2 µM;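 active = inhibition above mean plus 3 SD of compounds lying within the high and low control bounds, cut at about 19% in these data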;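 note: 0% = median of test compound wells and 100% = no enzyme DMSO wells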
GAA850 FXN act – FXN promoter activators, primary screen, cell-based, luciferase luminescence, HEK293 lucGAA850; HEK293 lucGAA850 FXN promoter luciferase reporter, 24 h; percent of 10 µM SAHA response; activation, % at 6 µM; actives 0.56% (n = 360,000); AID 540364, 2011;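 active = activation above the average of all compounds screened plus 3 SD, cutoff fixed separately per campaign, cut at about 7.5% in these data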;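 note: 0% = DMSO wells and 100% = 10 µM SAHA wells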
DAX1 inh-1 – DAX1 (NR0B1) inhibitors on StAR promoter, primary screen, cell-based, luminescence, SF-1 (NR5A1), full-length DAX-1 | HEK293T StAR-luciferase reporter, SF-1/DAX-1 repression relief | actives 1.1% (n = 370,000) | AID 652010, 2013 | inhibition, % at 6.8 µM;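 active = inhibition above the mean over all tested compounds plus 3 SD, cut at about 3.6% in these data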;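 note: 0% = DAX-1 cells with DMSO and 100% = cells lacking DAX-1 with DMSO; higher inhibition means more luminescence from relief of DAX-1 repression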
hgDAF-12 ag – H. glycines DAF-12 receptor agonists, primary screen, cell-based, luminescence, HEK293, GAL4 fusion, UAS-luciferase. Nuclear hormone receptor DAF-12 (Heterodera glycines), GAL4 fusion. HEK293 GAL4-hgDAF12 UAS-luciferase reporter, agonist luminescence; normalized to butyrate control. activation, % at 6.8 µM. actives 1.8% (n = 370,000);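 active = activation above a cutoff set at the mean of all screened compounds plus 3 SD, cut at about 10% in these data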;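 note: 0% = DMSO wells and 100% = sodium butyrate wells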
DAX1 inh-2 – DAX1 (NR0B1) inhibitors, primary screen, cell-based, HEK293, Gal4-DAX1, luciferase luminescence; Nuclear receptor subfamily 0 group B member 1 (Homo sapiens), P51843; HEK293 Gal4-DAX1 luciferase reporter; inhibition, % at 6.75 µM; actives 0.99% (n = 340,000); AID 504766, 2011;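 active = inhibition above the mean over all tested compounds plus 3 SD, cut at about 4.2% in these data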;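 note: 0% = DAX1-transfected cells with DMSO and 100% = empty-vector control cells with DMSO; inhibition shows as a rise in luminescence from relieved DAX1 repression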
Target sequence (P51843 207-470 limits assumed): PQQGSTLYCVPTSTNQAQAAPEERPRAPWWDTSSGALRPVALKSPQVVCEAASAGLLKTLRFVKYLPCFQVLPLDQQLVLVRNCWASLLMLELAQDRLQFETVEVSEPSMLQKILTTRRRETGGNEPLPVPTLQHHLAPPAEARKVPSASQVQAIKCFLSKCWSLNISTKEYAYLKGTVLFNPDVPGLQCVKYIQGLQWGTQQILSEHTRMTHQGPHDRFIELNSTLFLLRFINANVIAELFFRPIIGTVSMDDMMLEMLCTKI
ssDAF12 agonist – S. stercoralis DAF-12 nuclear receptor activators, primary screen, cell-based, luminescence, HEK293, GRIP1 co-expression, lit1-tk-luc. AID 652126, 2013. actives 1% (n = 370,000). Nuclear hormone receptor DAF-12 (Strongyloides stercoralis). HEK293 ssDAF-12/GRIP1 lit1-tk-luc reporter; % of 3 µM dafachronic acid response. activation, % at 6.8 µM;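 active = activation above the mean over all tested compounds plus 3 SD, cut at about 0.9% in these data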;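 note: 0% = DMSO-only wells and 100% = 3 µM delta7-dafachronic acid wells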
PG9 Ab binder – binders of HIV-1 gp120 antibody PG9, primary screen, biochemical, TR-FRET; HIV-1 gp120 / PG9 antibody interaction; TR-FRET gp120-PG9 antibody binding; inhibition, % at 6.7 µM; actives 0.43% (n = 360,000); in the data active = inhibition above about 8.5%
SMARCA2 activ – SMARCA2 (BRM) function activators, primary screen, cell-based, luminescence, high throughput; MG213 cells, MMTV-luciferase reporter, dexamethasone, overnight; activation, % at 9.1 µM; actives 1% (n = 370,000); AID 652017, 2013; in the data active = activation above about 7.8%;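 note: 0% = vehicle wells and 100% = reference activator wells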
Active calls of the source: *; . = not tested or not shown. No enrichment for hits, and some 7% of all compounds hit somewhere here.

canonical_smiles,DAX1 inh-2,SMARCA2 activ,hcDAF-12 act,DAX1 inh-1,GAA850 FXN act,ssDAF12 agonist,hgDAF-12 ag,Rev-erbA mod,sPLA2-III inh,PG9 Ab binder,PLCb3 inh
Cc1onc(-c2c(F)cccc2Cl)c1C(=O)OCC(=O)c1c[nH]c2ccccc12,-1.7,-4,0.8,-1.0,-2.0,-0.1,3.0,4,-24,-0.5,-13
Cc1ccc(C2=NS(=O)(=O)N(C)C(C(=O)NCc3ccc(F)cc3)=C2)cc1,2.7,0,-1.6,-0.1,-0.2,-0.4,1.7,-3,-30,-1.0,-6
Cc1ccccc1OCC(=O)NNC(=O)C1CCN(c2ncnc3sc(C)c(C)c23)CC1,-1.1,-3,-2.4,-1.0,-2.2,-1.6,-0.4,3,-10,2.1,-9
O=C(N/N=C/c1ccco1)c1ccc(NC(=O)c2ccc(Cl)cc2)cc1,-1.1,-2,-2.9,-0.2,3.2,-0.6,0.4,-13,4,1.2,-10
Cc1nn(C)c(Cl)c1C(=O)NCC(=O)Nc1ccc(C(C)C)cc1,-0.5,2,-1.0,-0.6,-0.1,-1.8,-0.7,4,0,-0.6,-5
C=C(C)c1cccc(C(C)(C)NC(=O)Nc2cc(C)ccc2OC)c1,0.7,0,-0.9,0.1,-6.2,-1.9,-3.4,4,-11,-0.1,1
CN(CC(=O)Nc1ccc(F)c(F)c1F)C(=O)C1(c2ccccc2)CC1,1.1,-1,3.4,-0.1,-1.9,-0.5,3.7,-6,6,0.0,-1
COc1ccc(C(=O)N2CCN(Cc3cc(OC)c(O)c(OC)c3)CC2)cc1OC,0.2,-3,-0.6,0.4,1.8,-1.1,0.2,1,10,0.9,1
O=C(NCc1ccc(F)cc1)c1cc2c(cc1Cl)N1CCCCCC1=NS2(=O)=O,-0.3,-4,0.1,0.1,1.2,-1.4,-2.6,0,15,1.6,-6
O=C(c1cccc(S(=O)(=O)N2CCCC2)c1)c1cccc(S(=O)(=O)N2CCCC2)c1,-0.3,0,-0.8,-1.0,-1.4,-1.5,-2.4,5,-3,0.0,2
CCCCN(C(=O)c1cccc(S(=O)(=O)N(CC)c2ccccc2)c1)c1c(N)n(CCCC)c(=O)[nH]c1=O,-0.4,0,0.9,-0.3,1.0,-1.6,3.1,0,-3,-1.4,-4
O=C(NNc1cccc(Cl)n1)Nc1ccc(Cl)cc1,0.5,-2,2.4,-0.7,-0.3,-0.3,-1.2,1,-3,-0.8,-1
O=C(Nc1ccc(Oc2ccccc2)cc1)c1cnc2n(c1=O)CCS2,-2.2,-7,-3.6,-1.9,-0.1,-1.7,-3.7,16,0,1.7,-6
COc1ccc([C@H]2C[C@@H](O)[C@H](n3cc(COC(=O)c4ccccc4)nn3)CN2C(=O)C2CCCCC2)cc1,1.0,-1,-0.9,0.3,-1.1,0.5,-0.5,-5,-5,-0.6,2
CCOc1ccc2nc(SCC(=O)Nc3ncccn3)[nH]c2c1,1.0,-1,-0.8,0.0,-1.3,-0.7,1.1,0,6,2.7,5
COCCNC(=O)C1CC(c2ccc(C(F)(F)F)cc2)=NO1 (configuration not stated),0.1,-1,-0.6,0.2,1.1,-1.3,0.9,-3,1,-0.5,-1
CCC(C)c1ccc(NC(=O)C2=CC=CN3CCS(=O)(=O)N=C23)cc1 (configuration not stated),-0.8,3,-1.6,1.6,4.9,-0.7,2.8,-5,-5,-2.5,-10
COc1ccccc1N1CCN(C(CNC(=O)C2CCCCC2)c2cccnc2)CC1 (configuration not stated),-0.7,-1,0.1,-0.7,0.7,-1.2,-1.7,5,0,-0.7,2
CC#CC[N+](C)(C)CCCCCC,-0.9,-5,0.7,-0.5,0.5,-1.0,1.9,-2,15,-1.6,-11
Cc1ccc(OC(C)C(=O)N2CCc3ccccc32)c([N+](=O)[O-])n1 (configuration not stated),1.6,0,-0.7,-0.7,2.0,-1.6,2.1,-2,9,0.3,-6
COC(=O)c1ccc(CN(C)S(=O)(=O)c2ccc(C)cc2)o1,-1.0,-1,-2.6,-0.6,6.1,-1.3,-1.2,-3,-3,-1.0,3
COc1ccc(CNC(=O)C2CCN(S(=O)(=O)c3cccc4nsnc34)CC2)cc1,-0.1,-2,-1.5,0.0,-0.3,-0.4,0.7,0,8,-1.4,-4
CNc1nc(NCc2ccc(C)cc2C)c2sccc2n1,.,-4,-2.3,-1.6,-0.9,-1.6,-6.0,-10,-5,-0.1,2
CCCNC(=O)CSc1nnc(NC(=O)C2CC(=O)N(c3ccccc3OC)C2)s1 (configuration not stated),0.1,6,2.1,0.4,0.5,-1.0,0.2,-3,-3,-1.5,-5
N#Cc1ccc(-c2ccc(OCC3CNC(=O)O3)cc2)cc1 (configuration not stated),0.2,0,-2.9,-1.1,0.4,-1.7,-0.4,3,-8,0.6,-14
CCC(C)c1ccc(O)c(NC(=O)c2cncc(Br)c2)c1 (configuration not stated),0.7,-2,0.3,-1.0,3.3,-2.1,-0.4,0,-56,-0.6,1
O=C(N/N=C/c1ccc(OCc2cnc(Cl)s2)cc1)c1ccncc1,1.3,-4,1.1,-0.8,2.9,-1.5,2.7,-3,-3,-1.1,-12
O=C(NCCN1CCOCC1)C1CCC(=O)N1C1CCCCC1 (configuration not stated),-0.6,-1,-1.8,0.6,0.9,-1.6,-2.8,4,-2,0.2,5
COc1ccc(NC(=O)c2cc(Br)ccc2Cl)c([N+](=O)[O-])c1,-0.1,-1,-0.1,-1.0,-0.3,-0.7,0.7,2,3,0.7,3
CCC(=O)NC(c1ccco1)c1cc(Cl)c2cccnc2c1OC (configuration not stated),-1.3,1,-0.7,-0.5,0.9,-1.0,-1.0,1,6,-0.3,-5

An excerpt from the list above, as a working copy:
canonical_smiles,DAX1 inh-2,SMARCA2 activ,hcDAF-12 act,DAX1 inh-1,GAA850 FXN act,ssDAF12 agonist,hgDAF-12 ag,Rev-erbA mod,sPLA2-III inh,PG9 Ab binder,PLCb3 inh
O=C(N/N=C/c1ccc(OCc2cnc(Cl)s2)cc1)c1ccncc1,1.3,-4,1.1,-0.8,2.9,-1.5,2.7,-3,-3,-1.1,-12
O=C(NCCN1CCOCC1)C1CCC(=O)N1C1CCCCC1 (configuration not stated),-0.6,-1,-1.8,0.6,0.9,-1.6,-2.8,4,-2,0.2,5
COc1ccc(NC(=O)c2cc(Br)ccc2Cl)c([N+](=O)[O-])c1,-0.1,-1,-0.1,-1.0,-0.3,-0.7,0.7,2,3,0.7,3
CCC(=O)NC(c1ccco1)c1cc(Cl)c2cccnc2c1OC (configuration not stated),-1.3,1,-0.7,-0.5,0.9,-1.0,-1.0,1,6,-0.3,-5

Some of the entries above in a different format:
Under each structure – DAX1 inh-2 | SMARCA2 activ | hcDAF-12 act | DAX1 inh-1 | GAA850 FXN act | ssDAF12 agonist | hgDAF-12 ag | Rev-erbA mod | sPLA2-III inh | PG9 Ab binder | PLCb3 inh
COCCNC(=O)C1CC(c2ccc(C(F)(F)F)cc2)=NO1 (configuration not stated)
→ 0.1 | -1 | -0.6 | 0.2 | 1.1 | -1.3 | 0.9 | -3 | 1 | -0.5 | -1
CCC(C)c1ccc(NC(=O)C2=CC=CN3CCS(=O)(=O)N=C23)cc1 (configuration not stated)
→ -0.8 | 3 | -1.6 | 1.6 | 4.9 | -0.7 | 2.8 | -5 | -5 | -2.5 | -10

(continued)
canonical_smiles,DAX1 inh-2,SMARCA2 activ,hcDAF-12 act,DAX1 inh-1,GAA850 FXN act,ssDAF12 agonist,hgDAF-12 ag,Rev-erbA mod,sPLA2-III inh,PG9 Ab binder,PLCb3 inh
COc1ccc(CC(=O)NNC(=O)CSc2nnc(C)n2-c2ccccc2)cc1,-1.2,0,-2.5,-0.3,0.2,-0.5,-0.2,1,2,-1.8,2
Cc1ccc2c(Cl)c(C(=O)NCc3cccnc3)sc2c1,1.0,1,-0.6,0.1,3.8,-1.5,0.6,1,-4,0.0,-1
CCC(=O)N(C)C(c1ccccc1Cl)c1nnnn1-c1c(C)cccc1C (configuration not stated),1.2,-1,-2.4,-0.5,-2.5,-1.0,-0.9,-4,3,-2.4,-1
CC1(C)SC2c3ccccc3C(=O)N2C1C(=O)O (configuration not stated),3.2,-3,1.2,-2.1,1.3,-0.7,-0.5,1,-2,1.4,9
COc1ccc(N2CCN(CC(O)c3c[nH]c4ccc(OC)cc34)CC2C)cc1 (configuration not stated),-0.2,2,-1.4,-1.2,-2.5,-1.0,-3.8,-3,-6,-3.4,0
N#Cc1c(NC(=O)CSc2n[nH]c(N)n2)oc(-c2ccccc2)c1-c1ccccc1,-0.7,0,-1.0,-0.1,0.5,-1.0,1.8,5,-35,-3.0,-9
Cc1cc(C)nc(NC(=O)/C=C/c2ccc(Cl)cc2)n1,-1.4,3,-0.6,0.1,0.1,-1.1,-0.1,2,2,-1.4,-5
Cc1ccc(C(=O)OCC(=O)N2c3ccccc3NC(=O)C2(C)C)cc1S(=O)(=O)N1CCCCC1,1.8,-2,0.8,-0.5,0.4,-0.7,2.8,3,5,1.4,0
CC1CN(c2ccc([N+](=O)[O-])cn2)CC(C)O1 (configuration not stated),1.7,2,-1.8,-0.6,0.2,-1.6,0.9,-2,4,0.1,-5
O=C(CSc1nnc(Cc2ccccc2)o1)c1ccc(F)cc1,0.2,0,-1.2,0.0,-0.3,-1.0,1.4,2,-62,-1.2,-8
COc1ccc(C2C(C#N)=C(N)Oc3cc(C)[nH]c(=O)c32)cc1OC (configuration not stated),2.4,3,0.5,0.4,0.7,-0.5,0.3,10,3,-0.9,-5
CCc1nnc(NC(=O)c2cccc(S(=O)(=O)N(C)c3ccccc3)c2)s1,-0.8,-2,-0.4,-0.1,1.6,-0.1,0.8,4,-5,0.8,-5
Cc1ccnc(NC(=O)c2cccc3ccccc23)c1,0.5,11*,0.8,1.6,4.6,-1.3,4.8,-1,-3,-0.3,-6
CC(NC(=O)c1ccccc1)C(=O)OCC(=O)c1c(N)n(C)c(=O)n(C)c1=O (configuration not stated),0.3,-1,-1.0,0.1,1.6,-1.4,3.6,-4,8,0.6,-2
COc1c(Cl)cccc1-c1cn2ccc(C)cc2n1,3.7,4,6.4*,3.3,4.5,1.3*,14*,-5,-4,0.0,-18
COc1cc(C2C3=C(Nc4nc(N)[nH]c(=O)c42)c2ccccc2C3=O)ccc1O (configuration not stated),1.0,-3,0.9,-0.3,-0.4,-0.2,-1.1,4,1,-5.7,-29

Bioassay records: PubChem BioAssay, several laboratories
